HTRA1 inh = blocks human HTRA1 serine peptidase | Q92743 | recombinant HTRA1, FP-rhodamine activity-based probe, fluorescence polarization | inhibition, % at 5.96 µM | 340,000 compounds, 0.5% hits | AID 504803; in the data active = inhibition above about 36%;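 note: 0% = enzyme with DMSO and 100% = wells lacking enzyme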
Target sequence (Q92743 whole entry, looked up): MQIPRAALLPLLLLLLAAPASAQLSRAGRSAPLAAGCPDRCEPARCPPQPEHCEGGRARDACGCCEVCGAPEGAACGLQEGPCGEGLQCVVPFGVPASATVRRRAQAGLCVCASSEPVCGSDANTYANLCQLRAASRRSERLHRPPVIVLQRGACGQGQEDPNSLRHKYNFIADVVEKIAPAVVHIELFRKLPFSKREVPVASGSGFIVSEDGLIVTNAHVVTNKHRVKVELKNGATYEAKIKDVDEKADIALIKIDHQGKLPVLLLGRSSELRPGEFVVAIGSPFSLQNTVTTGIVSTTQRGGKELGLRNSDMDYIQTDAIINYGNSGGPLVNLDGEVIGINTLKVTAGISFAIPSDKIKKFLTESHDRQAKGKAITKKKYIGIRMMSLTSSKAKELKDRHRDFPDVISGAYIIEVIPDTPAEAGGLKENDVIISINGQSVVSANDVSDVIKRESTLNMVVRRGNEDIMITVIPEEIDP
SIAE inh = blocks human sialic acid acetylesterase; SIAE FP-Rh probe binding, fluorescence polarization; 370,000 compounds, 0.69% hits; inhibition, % at 9.66 µM; Q9HAT2;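 active = inhibition above a cutoff: mean of compounds within the control limits plus 3 SD of those, cut at about 17% in these data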;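 note: 0% = plate median of compound wells and 100% = probe without SIAE protein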
Target sequence (Q9HAT2 whole entry, looked up): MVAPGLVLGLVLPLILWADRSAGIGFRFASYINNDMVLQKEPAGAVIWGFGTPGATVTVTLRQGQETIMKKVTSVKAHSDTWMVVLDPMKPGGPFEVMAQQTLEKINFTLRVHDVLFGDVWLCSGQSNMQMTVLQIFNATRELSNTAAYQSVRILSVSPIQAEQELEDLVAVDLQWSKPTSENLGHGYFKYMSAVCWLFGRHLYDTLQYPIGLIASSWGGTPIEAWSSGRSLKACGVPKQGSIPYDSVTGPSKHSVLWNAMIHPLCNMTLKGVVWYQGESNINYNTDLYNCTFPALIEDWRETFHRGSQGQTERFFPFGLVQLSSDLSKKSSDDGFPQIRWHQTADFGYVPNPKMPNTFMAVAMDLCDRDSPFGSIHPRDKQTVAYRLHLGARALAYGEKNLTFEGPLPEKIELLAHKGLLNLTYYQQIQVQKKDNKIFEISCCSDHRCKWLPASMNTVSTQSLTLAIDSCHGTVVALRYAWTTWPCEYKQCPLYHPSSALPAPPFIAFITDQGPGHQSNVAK
PRMT1 FP inh = inhibitors of human PRMT1; 370,000 compounds, 1.3% hits; Q99873; inhibition, % at 2.79 µM; recombinant PRMT1, activity-based probe fluorescence polarization; AID 652257;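 active = inhibition above about 21% made by adding two undisclosed values, limit read from the data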
NPR2 activator = GC-B (human) receptor activation | 370,000 compounds, 0.11% hits | activation, % at 10 µM | AID 1920062 | P20594 | HEK293-GC-B cells, CNP EC30, cGMP TR-FRET; 0% at EC30 CNP, 100% saturating CNP;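 active = activation at 10 µM reaching about 35% in either raw or pattern-adjusted values, limit read from the data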
MBD2 inh = inhibitors of human MBD2 binding to methylated oligonucleotide | Q9UBB5 | TR-FRET | inhibition, % at 4.4 µM | 370,000 compounds, 0.31% hits; in the data active = inhibition above about 13%
UHRF1 binding = UHRF1 methyl-DNA binding inhibition; UHRF1 binding to methylated oligo, TR-FRET; inhibition, % at 4.4 µM; 370,000 compounds, 0.75% hits; in the data active = inhibition above about 21%;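 note: UHRF1 SRA domain binding a hemimethylated CpG hairpin DNA probe; 0% = median of test compound wells and 100% = reference inhibitor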
mABHD4 FP = inhibits mouse alpha/beta hydrolase domain 4. inhibition, % at 8.92 µM. 370,000 compounds, 0.54% hits. Q8VD66. purified mABHD4, FP-Rh probe fluorescence polarization;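 active = inhibition exceeding the mean over every tested compound plus 3 SD, cut at about 30% in these data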;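 note: 0% = plate median of compound wells and 100% = S159A mutant with DMSO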
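Assay system: Wild-type mouse ABHD4 protein | Medium: HEPES pH 7.0 buffer, 150 mM NaCl, 0.01% Pluronic F-127 | Incubation: Enzyme–compound pre-incubation 45 min, then probe 60 min, both 25 °C | Technique: Fluorescence polarization with parallel and perpendicular emission, 525/598 nm | Evaluation: % inhibition of FP-Rh probe binding versus controls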
TCR CD3 inh = blocks the human TCR-CD3 interaction. TAMRA-labeled TCR probe fluorescence, biochemical. 360,000 compounds, 0.37% hits. inhibition, % at 9.4 µM; in the data active = inhibition above about 19%;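 note: recombinant mutant TCR 2C K166C tagged with TAMRA read by polarization; 0% = receptor in buffer alone and 100% = receptor with positive control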
rCAG RNA binder = r(CAG) repeat RNA binding | inhibition, % at 3 µM | TO-PRO-1 dye displacement fluorescence | AID 651821 | 370,000 compounds, 1.3% hits;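 active = inhibition above the plate cutoff, the mean of all test compounds on that plate plus 3 SD, cut at about 35% in these data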;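 note: 0% = DMSO alone and 100% = 100 µM mitoxantrone as full dye displacement; higher means more dye released from RNA so lower well fluorescence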
GC-A act = GC-A (human) enzyme activation; activation, % at 10 µM; HEK293 GC-A cells, cGMP TR-FRET, EC30 ANP; 0% at EC30 ANP, 100% saturating ANP; AID 1671463; 370,000 compounds, 0.14% hits; P16066; in the data active = activation above about 40%
Starred values were filed as active, the others as inactive; . = not tested or not shown.

Each structure is followed by: HTRA1 inh, SIAE inh, PRMT1 FP inh, NPR2 activator, MBD2 inh, UHRF1 binding, mABHD4 FP, TCR CD3 inh, rCAG RNA binder, GC-A act
COc1cccc(-c2nc(N3CCN(c4ccccc4)CC3)c3ccccc3n2)c1O
 : 3, 1, 5, 0, 2, -3, 1, 5, 4, 8
O=C1NC2(CCCCC2)NN1c1ccccc1
 : -1, 5, 11, 1, 0, -1, -1, -3, 2, 1
COc1cc(NS(=O)(=O)c2ccc(NC(=O)/C=C/c3cccc([N+](=O)[O-])c3)cc2)ncn1
 : 1, -19, 1, -3, 7, -1, 2, -1, 1, 0
COc1cc(/C=C(\C#N)c2nc3ccccc3s2)cc([N+](=O)[O-])c1O
 : 30, -29, 2, -4, -4, 1, 21, -3, 33, 17
Cc1ccc(C2=NN(C(=O)CSc3nnnn3C)C(c3ccco3)C2)cc1 (stereo not given)
 : 5, 5, 0, -1, 3, 2, 0, -2, 2, 1
CC(C)(C)N1C(=O)c2ccccc2NC(=O)C1C(=O)Nc1ccc2c(c1)OCCO2 (stereo not given)
 : ., 4, 1, -6, 4, -2, 0, -6, 0, 2
O=C(CN1CCOCC1)N/N=C/C=C/c1ccccc1
 : 2, -3, 0, 2, -1, 2, -4, -3, -6, 1
CCn1nnnc1SCC(=O)N1CCCc2ccccc21
 : -1, 7, 1, 1, -4, -1, 1, -8, 0, -1
CCOc1ccc(CCNC(=O)c2ccccn2)cc1OCC
 : ., 6, -3, -2, -2, -2, 0, ., ., 2
CCC1(C)Cc2nc3[nH]c(=S)n(-c4ccccc4)c(=O)c3cc2CO1 (stereo not given)
 : 4, 4, -2, -2, -9, -5, 1, 3, 4, -2
N#CCCn1cc(C(=O)N2CCOCC2)c(-c2ccc3c(c2)OCCO3)n1
 : -3, 3, 0, 9, 2, -5, 7, -1, 0, 0
Cc1cc(C)n(-c2ccc(C(=O)Nc3ccc(S(=O)(=O)NCc4ccco4)cc3)cc2)n1
 : -32, -18, -1, -4, 0, 0, -35, 3, 4, -5
COc1ccc(Cl)cc1C(=O)Nc1nnn(C)n1
 : 4, 0, 0, 0, 0, 0, 2, -6, 0, -1
COc1cc(-c2c(C(=O)c3ccccc3)[nH]c(N)c2C(N)=O)ccc1F
 : ., -5, -4, -1, 1, 95*, -8, 4, 3, -4
CCOC(=O)C1(C)CCCN1C(=O)c1ccc(OC)c(F)c1 (stereo not given)
 : ., -1, 4, 5, 8, 2, -1, -1, 0, 3
COc1ccc([N+](=O)[O-])cc1NC(=O)c1ccc(N(Cc2ccccc2C)S(C)(=O)=O)cc1
 : -17, -16, 17, -2, 3, 7, -7, 0, 12, -6
COc1cc(OC)cc(C(=O)NNC(=S)Nc2ccccc2OC)c1
 : 6, 2, 2, -3, 1, 0, 5, -9, 12, -4
Cc1ccc(C)c(NC(=S)NC(NC(=O)/C=C/c2ccccc2)C(Cl)(Cl)Cl)c1 (stereo not given)
 : -29, -61, -2, 8, -2, -3, -27, 0, 15, 1
CC(=O)c1ccc(-n2nnnc2SCC(=O)NC2CCCCC2)cc1
 : -4, 0, 12, 2, 5, 1, 3, -1, 0, 2
COc1cc(C(c2nnnn2C2CCCC2)N2CCN(C)CC2)cc(OC)c1OC (stereo not given)
 : 0, 2, -3, 1, 0, 2, 4, 1, -5, 0
CCCn1c(N2CCN(C(=O)Nc3ccccc3)CC2)nc2ccccc21
 : -4, 1, -5, -4, 0, 1, -2, -2, -6, 1
Cc1cnc(NC(=O)C2(c3ccccc3)CC2)s1
 : 3, 3, -2, -10, 3, -1, -3, -1, 0, -8
Nc1nc(NCc2ccccc2)nc(Nc2cccc(F)c2)c1[N+](=O)[O-]
 : -6, -10, 2, -12, 7, 8, -5, -9, 10, 8
COCCNC(=O)c1cccc(OC2CCN(Cc3cccc(SC)c3)CC2)c1
 : -5, -4, -2, -1, 3, 0, 3, -6, -7, -3
O=S(=O)(NCc1csc(-c2cccs2)n1)c1ccc(Cl)cc1
 : -10, -1, -1, -2, -1, 1, -4, 1, -1, -3
COc1ccc(C(=O)NCCCN2CCOCC2)cc1
 : 10, 3, 2, 2, 0, -3, 1, -3, -1, 1
Cc1ccc(CNc2ncccc2-c2nc3cc(Cl)ccc3o2)cc1
 : -4, 0, -2, -4, 1, 1, 4, 9, -3, 0
O=C1NN=C(c2ccc(Br)cc2)CC1c1ccc(Cl)cc1 (stereo not given)
 : -18, 1, 0, -4, 5, -1, -19, 2, -1, 7
C=CCOc1ccc(/C=C/C(=O)OCC(=O)N(C)CC(=O)Nc2ccc(F)cc2)cc1
 : -2, -3, 0, 4, 4, 3, 4, 0, -4, 4
Cc1c(C(=O)NCCCN2CCCC2=O)oc2ccc(S(=O)(=O)N3CCOCC3)cc12
 : 4, 7, 1, 9, -1, 1, 4, 5, -3, -2

Reformatted: 13 of the compounds above
| SMILES | HTRA1 inh | SIAE inh | PRMT1 FP inh | NPR2 activator | MBD2 inh | UHRF1 binding | mABHD4 FP | TCR CD3 inh | rCAG RNA binder | GC-A act |
| --- | --- | --- | --- | --- | --- | --- | --- | --- | --- | --- |
| COc1cccc(-c2nc(N3CCN(c4ccccc4)CC3)c3ccccc3n2)c1O | 3 | 1 | 5 | 0 | 2 | -3 | 1 | 5 | 4 | 8 |
| O=C1NC2(CCCCC2)NN1c1ccccc1 | -1 | 5 | 11 | 1 | 0 | -1 | -1 | -3 | 2 | 1 |
| COc1cc(NS(=O)(=O)c2ccc(NC(=O)/C=C/c3cccc([N+](=O)[O-])c3)cc2)ncn1 | 1 | -19 | 1 | -3 | 7 | -1 | 2 | -1 | 1 | 0 |
| COc1cc(/C=C(\C#N)c2nc3ccccc3s2)cc([N+](=O)[O-])c1O | 30 | -29 | 2 | -4 | -4 | 1 | 21 | -3 | 33 | 17 |
| Cc1ccc(C2=NN(C(=O)CSc3nnnn3C)C(c3ccco3)C2)cc1 (stereo not given) | 5 | 5 | 0 | -1 | 3 | 2 | 0 | -2 | 2 | 1 |
| CC(C)(C)N1C(=O)c2ccccc2NC(=O)C1C(=O)Nc1ccc2c(c1)OCCO2 (stereo not given) | . | 4 | 1 | -6 | 4 | -2 | 0 | -6 | 0 | 2 |
| O=C(CN1CCOCC1)N/N=C/C=C/c1ccccc1 | 2 | -3 | 0 | 2 | -1 | 2 | -4 | -3 | -6 | 1 |
| CCn1nnnc1SCC(=O)N1CCCc2ccccc21 | -1 | 7 | 1 | 1 | -4 | -1 | 1 | -8 | 0 | -1 |
| CCOc1ccc(CCNC(=O)c2ccccn2)cc1OCC | . | 6 | -3 | -2 | -2 | -2 | 0 | . | . | 2 |
| CCC1(C)Cc2nc3[nH]c(=S)n(-c4ccccc4)c(=O)c3cc2CO1 (stereo not given) | 4 | 4 | -2 | -2 | -9 | -5 | 1 | 3 | 4 | -2 |
| N#CCCn1cc(C(=O)N2CCOCC2)c(-c2ccc3c(c2)OCCO3)n1 | -3 | 3 | 0 | 9 | 2 | -5 | 7 | -1 | 0 | 0 |
| Cc1cc(C)n(-c2ccc(C(=O)Nc3ccc(S(=O)(=O)NCc4ccco4)cc3)cc2)n1 | -32 | -18 | -1 | -4 | 0 | 0 | -35 | 3 | 4 | -5 |
| COc1ccc(Cl)cc1C(=O)Nc1nnn(C)n1 | 4 | 0 | 0 | 0 | 0 | 0 | 2 | -6 | 0 | -1 |

(further entries)
Each structure is followed by: HTRA1 inh, SIAE inh, PRMT1 FP inh, NPR2 activator, MBD2 inh, UHRF1 binding, mABHD4 FP, TCR CD3 inh, rCAG RNA binder, GC-A act
CCCCNC(=O)CCn1ccc2cc(S(=O)(=O)N3CCCC3)ccc21
 : -5, -3, 3, -1, 1, 5, -5, -1, 2, 7
N#CCN1CCN(CCC(=O)Nc2ccc(OCc3ccccc3)cc2)CC1
 : -2, 3, -4, -1, -2, 2, 2, -3, 0, -1
NNC(=O)c1ccc(COc2ccccc2)cc1
 : -9, 0, -1, -3, -4, -5, 0, 2, 2, 2
Cc1ccc([C@@H]2C[C@H]3[C@@H](CN2S(=O)(=O)c2ccc(Cl)cc2)C(=O)C[C@@H](c2ccccc2F)N3S(=O)(=O)c2ccc(C)cc2)cc1
 : -23, -16, 1, 2, 3, -1, 3, 3, 14, 3
COc1cc(C(O)c2nc(-c3ccccc3OC)cs2)ccc1F (stereo not given)
 : ., -4, 0, -5, 2, 1, -7, 9, 1, -2
CCn1cc(S(=O)(=O)CC(=O)N2CCc3ccccc32)c2ccccc21
 : -2, -1, -1, 2, -2, 3, 7, -5, 6, -1
Cc1nc2sc(C(c3ccco3)N3CCC(C)CC3)c(O)n2n1 (stereo not given)
 : -7, 1, 22*, -4, 2, -2, 8, 4, 8, 0
CCCn1c(SCCC(=O)O)nc2ccccc21
 : 1, 1, 6, -1, -5, -1, 5, -6, -2, 5
O=C(NC1CCCC1)C(c1cccs1)N(C(=O)c1ccco1)c1ccc2c(c1)OCO2 (stereo not given)
 : -5, 8, 0, -16, 2, -1, -7, 4, -3, -25
CC(C)Cc1nnc(NC(=O)CSc2nc(=O)cc(N)n2-c2ccccc2)s1
 : -3, 1, 1, 2, 0, -1, -2, -1, 0, 2
Cc1ccc(CNc2nc(N)c([N+](=O)[O-])c(NCCO)n2)cc1
 : -2, 1, -6, 2, -6, -3, 1, 3, 0, 8
CC(=O)CC[C@@H]1CC[C@]2(CCCN(C(=O)C(C)(C)C)C2)O1
 : ., 8, -1, 1, 6, 2, 4, ., -1, 3
COc1ccc(CCn2c(S)nc3ccccc3c2=O)cc1
 : 1, -5, 3, -7, 5, 2, 3, -5, 3, -1
CCCN1C2CCCC1CC(NC(=S)Nc1cc(C)ccc1C)C2 (stereo not given)
 : 2, 2, 0, 0, -6, 0, -4, 1, 2, -5
CCc1ccc(N2C(=O)Nc3ccc(Br)cc3C2(O)C(=O)NCCN(C)C)cc1 (stereo not given)
 : -4, -3, 5, 5, 2, 2, -1, -3, 5, 2
Cc1nn(-c2ccccc2)c(C)c1NC(=O)c1cccs1
 : -2, -4, -3, 0, -7, -1, 3, 5, -3, 6
Cc1ccc(C)c(OCC(=O)NCC(C)C)c1C
 : 4, 0, 18, -1, -3, 6, 4, -4, 1, -1
COc1ccc(OCC(=O)Nc2ccc(C)cc2)cc1
 : -6, -2, -3, -3, 0, 1, 4, 0, -2, 4
COc1ccc(Nc2ncnc3c2cnn3Cc2ccccc2)cc1OC
 : 5, 1, 1, 8, -2, -1, 2, 0, -3, 22
O=C(N=C1SC2CS(=O)(=O)CC2N1c1ccc(F)c(Cl)c1)C1CC1 (stereo not given)
 : 2, -5, 2, -4, -2, 0, 3, 1, 2, 0
O=C(/C=C/c1ccccc1)N1CCN(CC(O)COc2ccccc2)CC1 (stereo not given)
 : -8, 19*, 1, 0, -4, -1, 2, 0, -1, -10
Cc1cc(C)nc(NC(=O)c2ccc(Cl)c([N+](=O)[O-])c2)n1
 : 6, 4, -2, -9, 2, 1, 6, 9, 0, -1
CC(C)CCNC(=O)CN(Cc1cccs1)C(=O)CCC(=O)Nc1nccs1
 : -2, -10, 0, -2, 0, 1, 5, 6, -7, 0
COc1ccccc1NC(=O)CS(=O)(=O)c1cn(CC(=O)N(C(C)C)C(C)C)c2ccccc12
 : -4, 17, 2, 1, -6, -1, 3, -4, -6, 3

Only part of the results is shown. The share of hits here may be higher or lower than overall.
